EBNA-1 inhibitor = blocks EBNA-1 binding to DNA; EBNA-1 DNA binding, fluorescence polarization; inhibition, % at 14.8 µM; actives 0.34% (n = 300,000); AID 1950; in the data active means inhibition above about 28%
Fam108B inh = blocks mouse Fam108B hydrolase in RBBP9 counter-screen; recombinant Fam108B, FP-Rh probe fluorescence polarization; inhibition, % at 9.51 µM; actives 0.33% (n = 300,000); AID 1947;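 active means inhibition above the screen mean inhibition plus 3 SD, computed separately per campaign, cut at about 18% in these data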;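 further: inhibitors lower polarization as less probe binds the enzyme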
MEX-5 binding = C. elegans MEX-5 TCR-2 RNA binding activity; Q9XUB2; MEX-5/FITC-TCR2 RNA binding, fluorescence polarization; stronger effect = lower value; activity score (negative = inhibition of binding), % at 10 µM; actives 0.38% (n = 300,000);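 active means inhibition past about -25% in most replicates, and total fluorescence under double the plate's negative control median, limit read from the data; inconclusive means replicates evenly split on the limit, or fluorescence at least double controls; inactive means too little inhibition in most replicates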;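 further: 0% = DMSO and -100% = 5 µM competing unlabeled TCR2 RNA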
Efflux pump mplx = antifungal efflux pump inhibition, Nile Red retention; S. cerevisiae Candida pump triplex; inhibition, % at 10 µM; actives 0.44% (n = 330,000); AID 485275;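 active means plate passing quality check with inhibition over a set limit, or well fluorescence over plate mean plus 4 SD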;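 further: Nile Red retained in pooled yeast measured as flow cytometry median fluorescence; 0% = buffer negative control and 100% = Enniatin B positive control; higher means more Nile Red kept so more efflux inhibition; some compounds called inactive have numbers as strong as hits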
ZTA DNA inh = counter-screen for EBNA-1 inhibitors: inhibitors of Epstein-Barr virus ZTA; actives 0.15% (n = 320,000); inhibition, % at 11 µM; ZTA-DNA binding, fluorescence polarization; AID 2234; in the data active means inhibition above about 33%
Target sequence (P03206 whole entry, looked up): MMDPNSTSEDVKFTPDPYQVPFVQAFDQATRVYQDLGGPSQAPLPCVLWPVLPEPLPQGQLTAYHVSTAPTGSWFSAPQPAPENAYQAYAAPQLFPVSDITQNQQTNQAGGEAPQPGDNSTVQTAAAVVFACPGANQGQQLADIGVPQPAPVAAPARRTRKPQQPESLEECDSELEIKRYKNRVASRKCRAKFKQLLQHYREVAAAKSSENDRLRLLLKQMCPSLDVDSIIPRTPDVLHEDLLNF
Yeast superoxide = yeast age-related superoxide inhibition as caloric restriction mimetic. AID 2690. actives 0.18% (n = 330,000). S. cerevisiae aged cells, superoxide DHE fluorescence; stronger effect = lower value. superoxide response (% of plate mean), % at 10 µM;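 active means superoxide response under a set limit, about three screen SD below normal, cut at about 65% in these data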;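 further: yeast aged for seven days with compound at 30 °C before DHE staining; 100% = average MFI of all compound-treated wells on the plate with controls excluded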
Bcl-xL primary = blocks human Bcl-xL binding to Bim BH3 peptide; Q07817; GST-Bcl-xL / FITC-Bim BH3 peptide fluorescence polarization; inhibition, % at 10.9 µM; actives 0.7% (n = 320,000);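 active means inhibition above the mean of all tested compounds plus 3 SD, cutoff set per campaign, cut at about 30% in these data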;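 further: 0% = DMSO wells and 100% = unlabeled Bim-BH3 peptide competitor; inhibitors lower millipolarization by displacing the labeled peptide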
Target sequence (Q07817 whole entry, looked up): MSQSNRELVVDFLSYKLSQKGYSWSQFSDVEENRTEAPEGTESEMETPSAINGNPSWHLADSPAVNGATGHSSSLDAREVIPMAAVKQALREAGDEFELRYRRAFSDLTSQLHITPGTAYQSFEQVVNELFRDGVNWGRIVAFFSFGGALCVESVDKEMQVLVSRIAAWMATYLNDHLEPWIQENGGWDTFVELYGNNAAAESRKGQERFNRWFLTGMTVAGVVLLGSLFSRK
MCL1 BIM primary = MCL1-BIM-BH3 interaction inhibition (human); GST-MCL1 / FITC-Bim-BH3 fluorescence polarization; Q07820; actives 0.68% (n = 320,000); inhibition, % at 10.9 µM;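 active means inhibition above the mean inhibition of all tested compounds plus 3 SD, set per campaign, cut at about 40% in these data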;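 further: 0% = DMSO wells and 100% = unlabeled Bim-BH3 peptide control; higher means more loss of mP so more displacement of Bim peptide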
Target sequence (Q07820 whole entry, looked up): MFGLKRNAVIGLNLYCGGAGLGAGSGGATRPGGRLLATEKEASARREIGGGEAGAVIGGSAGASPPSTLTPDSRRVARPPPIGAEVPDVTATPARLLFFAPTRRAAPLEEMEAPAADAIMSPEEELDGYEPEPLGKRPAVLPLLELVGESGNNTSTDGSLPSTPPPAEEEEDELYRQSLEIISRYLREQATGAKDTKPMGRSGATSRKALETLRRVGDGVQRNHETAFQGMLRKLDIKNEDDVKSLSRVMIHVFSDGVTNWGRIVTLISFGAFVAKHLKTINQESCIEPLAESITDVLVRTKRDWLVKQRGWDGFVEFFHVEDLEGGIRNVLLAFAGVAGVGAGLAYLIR
GLD-1 RNA inh = GLD-1-TGE RNA interaction inhibition (C. elegans); purified GLD-1 + fluorescein TGE RNA, fluorescence polarization; inhibition, % at 5.96 µM; Q17339; actives 0.44% (n = 320,000);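 active means percent inhibition above a per-plate cutoff, the plate mean of test compounds plus 3 SD, cut at about 30% in these data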;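 further: 0% = DMSO wells with GLD-1 and probe and 100% = wells lacking GLD-1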
* hit, by the source's call; ? = inconclusive; . = no result given.

nr	smiles	MCL1 BIM primary	Fam108B inh	Bcl-xL primary	ZTA DNA inh	GLD-1 RNA inh	Efflux pump mplx	EBNA-1 inhibitor	MEX-5 binding	Yeast superoxide
1	CCN(CC)S(=O)(=O)c1ccc2[nH]cc(C(=O)NCCCN3CCCCC3)c(=O)c2c1	0	2	4	3	-3	0.0	7	1.3	90
2	COc1cccc(C(=O)N(c2ccccc2)C2C=CS(=O)(=O)C2)c1 (stereo not drawn)	-9	1	0	4	0	-0.1	11	0.0	98
3	CCCCCCC1NC(C(=O)O)CS1 (stereo not drawn)	-3	0	2	-10	3	0.0	6	1.7	89
4	CC(C)(C)C(=O)COC(=O)c1c2c(nc3ccccc13)CCC2	8	7	6	-16	12	-0.3	-1	0.4	103
5	Cc1ccc(-c2nnc(N3CCOCC3)c3ccccc23)cc1S(=O)(=O)NCc1cccnc1	4	-1	2	-4	6	0.1	-13	2.2	93
6	O=C(CCc1nc(-c2ccc(Cl)cc2)no1)NCC1CCCO1 (stereo not drawn)	-6	0	-1	-9	1	0.0	-8	0.2	103
7	O=C(CN1CCN(Cc2ccccc2F)C1=O)NC1CCCC1	0	3	6	14	4	0.1	4	0.5	87
8	OCC1(Cc2cccc(F)c2)CCN(Cc2cccc3nccnc23)CC1	0	4	5	11	3	-0.3	5	1.7	95
9	CC(=O)c1ccc(NC(=O)/C(=C\c2ccco2)NC(=O)c2ccco2)cc1	-1	-1	0	-6	-7	0.0	-17	-0.3	98
10	Cc1ccc(OCC(=O)NC2CCCc3ccccc32)c(C)c1 (stereo not drawn)	3	-3	2	2	-4	-0.2	1	-0.2	91
11	COc1ccc(N(C(=O)c2cnccn2)C(C(=O)NC2CCCCC2)c2cc(OC)c(OC)c(OC)c2)cc1 (stereo not drawn)	-1	2	1	-6	-3	-0.1	2	-0.1	96
12	Cc1[nH]nc2c1C1(CCN(C(=O)OCc3ccccc3)CC1)C(C#N)=C(N)O2	-3	1	4	-5	4	0.1	0	-0.8	102
13	CC(C)CC(=O)N1CCN(Cc2cccc(Cl)c2)CC1	12	3	7	-15	3	-0.2	3	-0.5	102
14	CCSc1nc2sc3c(c2c2[n+]1CC(CBr)O2)CCCC3 (stereo not drawn)	11	-1	6	10	6	0.1	-10	-3.1	100
15	CCN(CC)c1ccc(C(=O)OCC(=O)c2ccco2)cc1	5	4	-1	-6	10	0.1	-1	-0.4	92
16	CNc1cc(CSC)nc(SCc2ccc(Cl)cc2Cl)n1	23	-8	22	-9	11	0.1	4	-0.1	91
17	Cc1cc(C)cc(N=C(NO)c2cccc([N+](=O)[O-])c2)c1	2	2	12	-17	9	-0.4	7	1.5	106
18	CCOc1ccc(NC(=O)CN(C)C(=O)c2csc3c2CCCC3)cc1OCC	6	.	7	5	4	-0.1	.	.	71
19	NCC(=O)NNC(=O)OCC1c2ccccc2-c2ccccc21	3	-1	-4	2	1	0.0	6	-2.4	98
20	[O-]/C(=C(\C(=S)Nc1ccccc1F)[n+]1ccccc1)c1ccc(-c2ccccc2)cc1	1	0	2	10	-3	-0.1	5	1.3	119
21	CC1N(C(=O)N(C)C)CCN1S(=O)(=O)c1ccccc1 (stereo not drawn)	-5	1	0	4	4	0.2	3	-1.1	94
22	O=C(Nc1nnc(C23CC4CC(CC(C4)C2)C3)s1)c1ccc(N2C(=O)CCC2=O)cc1	10	-2	3	8	5	0.1	1	-0.8	108
23	Cc1cc(NS(=O)(=O)c2ccc(NC(=O)C(c3ccccc3)c3ccccc3)cc2)no1	6	8	5	9	-2	-0.1	10	0.2	74
24	CCOC(=O)c1c(NC(=O)CCl)sc(CN(C)C)c1-c1ccccc1	-1	-1	-3	8	4	-0.1	9	2.5	95
25	CCOc1ccc(N(C)S(=O)(=O)c2ccc(C)c(C(=O)OCC(=O)c3c[nH]c4ccccc34)c2)cc1	-5	-33	0	-10	2	0.2	13	0.1	100
26	OCC1(Cc2ccccc2)CCN(Cc2cnn(-c3ccccc3F)c2)CC1	0	-3	-1	15	-1	0.0	-1	-1.1	99
27	CCN1CCN(C(=O)NC(c2ccc(C)c(F)c2)C(Cl)Cl)CC1 (stereo not drawn)	-5	0	-1	14	1	-0.1	8	-1.5	97
28	O=C1/C(=C/c2ccc(F)c(F)c2)CSc2sccc21	-2	-3	5	-9	7	-0.1	5	-1.5	96
29	Cc1ccc(-c2cc(C(=O)N/N=C/C=C/c3ccccc3)n[nH]2)o1	-1	-1	2	-28	-6	0.0	1	2.2	93
30	CCOc1cc2c3c(c1)C(C)CC(C)(C)N3C(=O)C2=O (stereo not drawn)	3	4	-1	-4	1	0.5	-8	-1.4	88
31	COc1cc(/C=N/n2c(-c3ccccc3)n[nH]c2=S)cc(OC)c1O	-10	-2	-17	-3	-7	0.2	6	-0.8	91
32	Cc1noc(C)c1S(=O)(=O)N1CCC(C(=O)N2CCN(c3ccccc3Cl)CC2)CC1	5	-2	3	-3	0	0.1	6	0.3	98
33	Cc1ccn(-c2ccc(NC(=O)c3cccs3)cc2)n1	3	0	4	5	6	0.1	3	-0.7	110
34	Cc1ccccc1NC(=O)/C(C#N)=C/c1ccc(-c2ccc(Cl)c(C(=O)O)c2)o1	11	2	21	-19	-6	-0.1	0	?	102
35	CC(=O)c1ccc(N2CCN(C3CCC(C(C)(C)C)CC3)CC2)cc1 (stereo not drawn)	13	1	1	10	-2	0.0	-8	2.3	90
36	CC1(C)CC(=O)C(C=NCCN2CCN(C3CC(=O)N(c4ccc(Cl)c(Cl)c4)C3=O)CC2)=C(O)C1 (stereo not drawn)	6	2	7	16	5	0.0	0	1.6	115
37	CCOC(=O)N1CCN(S(=O)(=O)c2c[nH]c(C(=O)OC)c2)CC1	0	0	7	-9	-1	0.0	-7	1.3	92
38	Cc1ccc(C)c(-n2c(SCC(=O)N3CCC(C(=O)O)CC3)nnc2-c2cccc(Cl)c2)c1	-5	5	-3	20	7	0.1	2	1.3	118
39	CCN(CC)CCCNc1nc2cc(OC)c(OC)cc2c2nc(-c3ccccc3)nn12	3	9	2	-1	5	-0.2	-8	4.9	100
40	CCOc1ccc2c(c1)nc(SCC(=O)c1ccc(Br)s1)n2C	-28	0	-20	-12	0	0.1	-4	-3.7	102
41	NS(=O)(=O)c1ccc(NC(=O)c2ccc(CSc3ccccc3)o2)cc1	5	0	0	11	-2	-0.1	10	-1.3	80
42	NC(=O)COc1ccc(NC(=O)OCc2ccccc2)cc1	7	7	9	-12	3	-0.1	4	1.2	103
43	COCCn1c(SCC(=O)Nc2ccc(OC)c(S(N)(=O)=O)c2)nc2ccccc2c1=O	-6	-2	-6	11	-6	-0.2	3	0.6	108
44	CCN1C(=O)N[C@@H](c2ccccc2)[C@H](C(C)=O)[C@H]1C	-5	0	-6	0	7	0.1	4	0.0	111
45	COC(=O)c1ccc(COC(=O)C(CCSC)NC(=O)COc2ccccc2)cc1 (stereo not drawn)	-3	-4	1	-1	2	0.0	6	-1.9	92
46	COc1ccc2c(c1OC)C(=O)OC2Nc1nc(-c2cc3cc(Br)ccc3oc2=O)cs1 (stereo not drawn)	3	4	1	-16	-3	0.1	8	-1.9	96
47	CCn1c(C)nc2cc(C(=O)NNS(=O)(=O)c3ccccc3F)ccc21	2	-5	7	-7	5	-0.1	-2	0.4	83
48	N#Cc1ccc(NCC(=O)N2CCN(S(=O)(=O)c3ccccc3)CC2)cc1	1	.	-2	0	5	0.2	.	.	97
49	COc1ccc2nc(SCC(=O)Nc3cc(C)on3)[nH]c2c1	4	-2	5	-2	3	-0.2	8	-1.5	90
50	CCCCCN(C(=O)CCC(=O)OC(C)C(=O)c1ccccc1)c1c(N)n(CCCC)c(=O)[nH]c1=O (stereo not drawn)	2	4	-6	1	4	0.0	8	0.0	104
51	CCCCNC(=O)COC(=O)c1ccccc1F	2	0	5	5	4	0.1	7	0.2	95
52	Cn1nnnc1SCC(=O)Nc1ccc(S(=O)(=O)N2CCOCC2)cc1	2	1	2	8	3	0.0	2	-0.5	96
53	Cn1c(CSc2ncccn2)nnc1SCC(=O)N1CCCc2ccccc21	1	1	2	-2	7	0.0	0	1.9	94
54	COCCN(C(=O)CSc1nnc(-c2ccco2)n1C)c1c(N)n(CC(C)C)c(=O)[nH]c1=O	-18	.	-14	-17	-3	0.3	.	.	104
55	O=C1CCN(Cc2ccccc2)CCN1[C@H](COc1ccccc1)c1ccccc1	-12	-5	-9	10	1	0.3	-3	-1.0	119
56	OC(CN1CCN(c2ccccc2)CC1)c1ccc2c(c1)CCN2 (stereo not drawn)	6	-2	4	17	-1	0.1	16	-3.1	112
57	COc1ccc(S(C)(=O)=O)cc1S(C)(=O)=O	2	-5	6	10	1	0.0	15	2.4	116
58	CC1(C)CC2(CC(c3ccc(F)cc3)c3ccc(O)cc3O2)NC(=S)N1 (stereo not drawn)	0	1	-2	-6	1	0.1	-8	-1.1	103
59	O=C(Nc1cnc2ccccc2c1)c1ccco1	-3	4	2	-15	5	0.0	-2	-0.3	124
60	COc1ccccc1N=C1SCC(=O)N1Cc1ccco1	-4	-1	-2	7	-1	-0.1	-4	0.0	107

Continuation.
nr	smiles	MCL1 BIM primary	Fam108B inh	Bcl-xL primary	ZTA DNA inh	GLD-1 RNA inh	Efflux pump mplx	EBNA-1 inhibitor	MEX-5 binding	Yeast superoxide
61	CC(C)(C)Nc1nc(Cl)nc(NC(C)(C)C)n1	-9	-2	-4	15	-4	0.2	-4	2.1	101
62	CC(OC(=O)c1ccc2c(c1)C(=O)N(Cc1ccncc1)C2=O)C(=O)Nc1cccc(Cl)c1Cl (stereo not drawn)	-15	-7	2	7	-10	-1.4	12	-3.9	91
63	CCN(CC(=O)Nc1c(F)cccc1F)C(=O)CNC(=O)c1ccc2c(c1)OCO2	5	0	0	2	5	0.1	8	-1.1	111
64	Cc1csc2nc(O)c(C(=O)NCC3CCCO3)c(=O)n12 (stereo not drawn)	3	3	4	-6	2	-0.1	-1	-0.7	81
65	Cc1ccc(-c2nnc(N3CCN(S(C)(=O)=O)CC3)c3ccccc23)cc1	-6	-2	1	5	1	-0.1	4	0.8	96
66	COc1cccc(OC)c1C(=O)NC(=S)NCc1ccco1	15	6	6	-7	7	0.1	5	-1.6	87
67	COc1ccccc1NC(=O)C(=O)NNC(=O)c1ccco1	5	1	2	13	0	-0.4	4	-4.3	92
68	Cc1nc2ccccn2c1-c1csc(Nc2cccc(C(=O)O)c2)n1	-6	2	5	-9	2	-0.1	0	-1.3	100
69	O=C(OC1CCOC1=O)c1cc(Cl)ccc1[N+](=O)[O-] (stereo not drawn)	-4	4	3	-9	-4	0.6	-22	1.3	109
70	CC[C@@H](C)[C@H](NC(=O)Cc1c(C)c2cc3c(C)c(C)oc3c(C)c2oc1=O)C(=O)O	0	-3	-1	6	1	-0.1	6	-0.1	106
71	CC(C)OCCCNC(=O)c1sc(=S)n(C)c1N	10	4	9	-2	-3	-0.1	9	-4.8	85
72	COc1ccc(C(=O)N=C2SC3CS(=O)(=O)CC3N2c2ccc(C(C)=O)cc2)cc1 (stereo not drawn)	-5	-3	-4	3	-8	-0.2	-5	-2.9	115
73	COc1ccc(NC(=O)CSc2nnc(CNc3ccc(C)cc3)n2C)cc1	3	-2	7	12	3	0.1	2	1.1	98
74	COc1ccc(NC(=O)C2CC(=O)N(c3ccccc3C)C2)c(OC)c1 (stereo not drawn)	2	1	6	-23	6	0.1	1	2.0	86
